EPAC1 ag = EPAC1 (human) agonism; O95398; EPAC1 agonist qHTS, biochemical assay; response scale: 100% = response to 6.5 mM cAMP; Potency, µM (titrated, usually from 154 µM), inactives show at the highest dose activation, hits mostly activators; 360,000 compounds, 0.073% hits; AID 720707; note: potency is the fitted concentration of half-maximal effect; nearly all actives have a fitted effect of over 60% in size
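Fluorescent GDP-exchange assay: 100 nM EPAC1 with 250 nM Rap1B preloaded with BODIPY-GDP and 50 uM GDP; compounds tested as concentration series, 5 min at room temperature, then read every 5 min for 30 min (ex 480/em 540 nm); normalized to 6.5 mM cAMP.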
IL2 activator = IL-2 activation; IL-2 activation reporter assay, cell-based qHTS; stimulated with anti-CD3/CD4/CD28 beads; in transgenic mouse T cells; activation, % (series mostly up to about 46 µM); 360,000 compounds, 0.065% hits; in the data active = activation above about 50%; inconclusive = mostly about 30% to 49%; note: 0% is about no effect
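First, unstimulated transgenic mouse T cells were exposed to compound for 60 min. Next, anti-CD3/anti-CD4-coated beads with anti-CD28 were added. Finally, after 18 h at 37 degrees C, EGFP and DsRed were imaged.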
WRN inhibitor = WRN helicase (human) inhibition | Q14191 | AID 651768 | WRN helicase unwinding, fluorescent forked duplex, kinetic | Potency, µM (titrated, usually from 114 µM), without a hit: at the top dose activity change, negative = inhibition, hits mostly inhibitors | 360,000 compounds, 0.46% hits; note: potency is the fitted concentration of half-maximal effect; % is set by controls: 0 for no effect and ±100 for the full control effect; nearly all actives have a fitted effect of over 55% in size
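Screening of the MLSMR collection measured strand separation of a quenched forked DNA duplex (100 nM) by 20 nM WRN with 2 mM ATP, all final. Compounds were preincubated with enzyme 15 min at room temperature.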
Abeta rescue = compounds reversing amyloid beta toxicity in yeast. Potency, µM (top dose mostly 46.1 µM), for the others: at the highest dose growth rescue, usual class: activators. 410,000 compounds, 0.063% hits. yeast expressing A-beta42, growth rescue, OD600, 48 h; response scale: 0% DMSO, 100% iron-clioquinol control; note: potency is the fitted concentration of half-maximal effect; nearly all actives have a fitted effect of over 55% in size
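Yeast growth medium received pinned compounds, then yeast cells expressing toxic A-beta were added; plates incubated at 30 C for 48 hr. Growth read as absorbance at 600 nm, normalized to DMSO and equimolar FeCl3 plus clioquinol controls.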
EPAC1 antag = blocks human EPAC1 exchange factor; O95398; EPAC1 GEF assay, Rap1b-BODIPY-GDP exchange fluorescence; Potency, µM (series often up to 115 µM), for inactives: at the highest dose activity change, negative = inhibition, usual class: inhibitors; 360,000 compounds, 0.14% hits; AID 720709;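 note: potency is the fitted concentration of half-maximal effect; plate controls were vehicle for no effect and positive control for full effect; nearly all actives have a fitted effect of over 50% in size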
PLK1 PBD block = blocks phosphopeptide binding to human PLK1 polo-box domain; Plk1 PBD binding of FITC phosphopeptide, fluorescence polarization; 360,000 compounds, 2.8% hits; P53350; Potency, µM, for the others: max response, negative = inhibition, most hits filed as inhibitors; note: potency is the fitted concentration of half-maximal effect; series mostly up to about 57 µM; % is set by controls: 0 for no effect and ±100 for the full control effect; nearly all actives have a fitted effect of over 65% in size
Target sequence (P53350 whole entry, looked up, the tested form may be a part): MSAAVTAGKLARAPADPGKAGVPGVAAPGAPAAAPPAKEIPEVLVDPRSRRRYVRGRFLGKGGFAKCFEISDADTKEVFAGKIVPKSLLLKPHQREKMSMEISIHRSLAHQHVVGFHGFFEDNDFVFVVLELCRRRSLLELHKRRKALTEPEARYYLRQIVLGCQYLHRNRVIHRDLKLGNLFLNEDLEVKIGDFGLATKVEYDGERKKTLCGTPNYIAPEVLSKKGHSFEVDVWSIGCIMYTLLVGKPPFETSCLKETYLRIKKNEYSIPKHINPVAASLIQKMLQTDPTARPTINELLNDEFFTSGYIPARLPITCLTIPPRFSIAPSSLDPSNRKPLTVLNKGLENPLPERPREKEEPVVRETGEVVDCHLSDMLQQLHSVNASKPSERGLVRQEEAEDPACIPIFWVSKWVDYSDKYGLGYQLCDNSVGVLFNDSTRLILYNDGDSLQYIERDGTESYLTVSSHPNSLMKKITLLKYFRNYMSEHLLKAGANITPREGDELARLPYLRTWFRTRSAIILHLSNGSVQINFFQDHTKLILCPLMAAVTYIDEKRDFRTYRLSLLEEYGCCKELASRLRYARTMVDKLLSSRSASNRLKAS
FUS suppressor = rescues growth of FUS-expressing yeast; Potency, µM (doses to about 76.6 µM), for the others: top-dose growth rescue (activation), hits mostly activators; S. cerevisiae FUS-expressing, growth rescue, OD600, 24 h; 390,000 compounds, 0.24% hits;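 note: potency is the fitted concentration of half-maximal effect; plate controls were DMSO vehicle for no effect and reference control for full effect; nearly all actives have a fitted effect of over 55% in size; some results filed as inactive show a strong effect at the top dose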
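FUS-expressing yeast, raffinose-pregrown, induced in 2% galactose minimal medium at OD 0.005; compounds in a dilution series, 24hr at 30C. Growth restoration read as absorbance at 600 nm. CP55940 positive control, DMSO negative.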
PI5P4K alpha inh = PI5P4K alpha (human) kinase inhibition | P48426 | PI5P4Kalpha enzyme, ADP-Glo luminescence, 60 min; hits give low values | max response, % | 330,000 compounds, 1.2% hits | AID 652105; active = max response of -50% or lower; inconclusive = between -30% and -50%; inactive = -30% or higher; note: value at the top dose of about 77 µM; % is set by controls: 0 for no effect and ±100 for the full control effect
Target sequence (P48426 whole entry, looked up): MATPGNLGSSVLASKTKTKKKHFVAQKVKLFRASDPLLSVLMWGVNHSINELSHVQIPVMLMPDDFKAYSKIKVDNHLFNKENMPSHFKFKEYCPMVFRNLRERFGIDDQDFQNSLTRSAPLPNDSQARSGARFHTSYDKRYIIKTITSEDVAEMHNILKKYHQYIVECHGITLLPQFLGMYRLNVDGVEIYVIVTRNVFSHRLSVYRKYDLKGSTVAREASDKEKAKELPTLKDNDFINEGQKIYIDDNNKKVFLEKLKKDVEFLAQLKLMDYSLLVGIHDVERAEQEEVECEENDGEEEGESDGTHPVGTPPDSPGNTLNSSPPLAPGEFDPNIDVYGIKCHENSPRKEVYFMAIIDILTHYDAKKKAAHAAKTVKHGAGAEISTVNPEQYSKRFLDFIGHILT
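ADP-Glo luminescence end-point read after a 60 min room-temperature kinase reaction of PI5P4Kalpha plus substrate, initiated with ATP at 5 microM final. Buffer: 0.038 M HEPES pH 7.4, EGTA, 0.1% CHAPS, 5% DMSO.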
An asterisk follows results filed as active; ? = inconclusive; . = no result given; [ ] = dose if it differs, or a comment. Unless noted, calls come from the whole dose curve; as a rule, active = well fitted curve in the direction sought with a large enough effect; inconclusive = small, poorly fitted or top-dose-only effect, or another doubt; inactive = no such curve, though single readings can be large; an effect the other way counts as inactive or inconclusive.

nr | SMILES | EPAC1 antag | WRN inhibitor | FUS suppressor | PLK1 PBD block | PI5P4K alpha inh | Abeta rescue | EPAC1 ag | IL2 activator
1 | CCCCOc1ccccc1/C=N/NC(=O)CC#N | 2.5% | -4.5% | -3.5% | -5.5% | 0.3 | -14.8% | -3.1% | 1.1
2 | Cc1cccc(NC(=O)Nc2ccc(C#N)cc2)n1 | 0.1% | -11.3% | -15.6% | -4.3% | 5.0 | -10.2% | 4.4% | 2.7
3 | S=C(NCCc1ccccc1)NCc1cccs1 | 5.4% | -5.9% | 4.6% | -15.2% | -8.8 | ? | 10.0% | 0.0
4 | CCOc1ccc(N2C(=O)CC(NC3CCN(C(=O)c4ccc(F)cc4)CC3)C2=O)cc1 (stereo not given) | -15.7% | -32.9% | . | -5.9% | 3.6 | -13.2% | 0.1% | -0.5
5 | On1c(-c2ccccc2)nc2ccccc21 | -9.9% | -3.7% | 2.4% | 3.7% | 10.7 | 6.6% | 9.2% | -3.8
6 | CCNS(=O)(=O)c1ccc(CCC(=O)Nc2ccc3c(c2)OCO3)cc1 | -15.5% | 1.3% | -1.0% | -10.0% | -14.1 | 18.6% | 4.8% | 0.4
7 | CN(C)C(CNS(=O)(=O)c1cc([N+](=O)[O-])ccc1Cl)c1ccco1 (stereo not given) | -9.9% | -4.4%[11.6 µM] | 13.4% | 26.7µM* | -18.2 | 5.6% | -1.4% | 0.7
8 | CC[C@]12c3[nH]c4ccccc4c3CCN1C(=O)C(CC(=O)NCCc1ccccn1)C[C@@H]2C(=O)N1CCN(C(=O)C2CC2)CC1 (stereo not given in full) | -2.4% | 0.5% | 2.7% | -9.7% | 0.6 | -14.5% | 0.9% | -0.1
9 | Cc1ccc(NC(=O)c2cc(NC(=O)c3ccco3)ccc2N2CCOCC2)cc1 | 2.3% | 1.6% | 16.1% | -3.6% | -4.8 | 8.5% | 1.1% | -1.3
10 | COc1ccc(CCNC(=O)c2ccc3nc4cc(Cl)ccc4c(=O)n3c2)cc1OC | 3.7% | 5.4% | -26.6% | -2.4% | -4.1 | -13.4% | -6.4% | -2.8
11 | O=C(NCCC(=O)N1CCN(c2ccc(F)cc2)CC1)c1ccco1 | 1.7% | -3.3% | 8.5% | -9.8% | -5.2 | 7.4% | 5.1% | 0.1
12 | O=C1NCCCc2nc(Oc3ccccc3)sc21 | 6.0% | 0.6% | -3.1% | -1.5% | -0.2 | 9.8% | 1.4% | 1.3
13 | COC(=O)c1ccccc1NC(=O)COC(=O)[C@H](C)NC(N)=O | -25.5% | -0.8% | 4.1% | -6.0% | 0.3 | -5.3% | 5.6% | -0.6
14 | COc1ccc(NC(=O)c2sc3nc(N4CCCC4)c4c(c3c2N)CC(C)(C)OC4)c(OC)c1 | -24.5% | 7.5% | 10.4% | -26.5% | -1.1 | -2.0% | 10.1% | -1.6
15 | Cc1cccc(NC(=O)c2nc[nH]c2C(=O)N[C@@H](Cc2ccccc2)C(=O)OC(C)(C)C)c1 | -26.9% | -13.9% | ? | -3.2% | 17.4 | 14.7% | -20.4% | -0.7
16 | Cc1c(C#N)c2ncn(CC#N)c(=O)c2n1-c1ccccc1 | 6.1% | 2.6% | -4.4% | -2.9% | 0.8 | 9.5% | -4.9% | 0.2
17 | Cc1ccc(C(C(=O)NCc2ccco2)N(C(=O)CNC(=O)c2cccs2)c2c(C)cccc2C)cc1 (stereo not given) | -3.1% | -0.4% | 14.7% | -9.7% | 4.7 | -5.9% | 1.5% | -0.4
18 | NS(=O)(=O)c1ccc(CCNC(=O)C2CCN(C(=O)Nc3ccccc3)CC2)cc1 | -2.5% | -27.7% | 15.2% | -12.8% | 1.0 | -15.4% | 2.1% | 0.3
19 | COc1cccc(-n2c(-c3ccco3)nc3nc4ccccc4nc32)c1 | 11.5% | 8.1% | -5.7% | -9.4% | -8.6 | -23.1% | -6.5% | 4.1
20 | COCCn1c(=N)c(C(=O)NCCc2ccccc2)cc2c(=O)n3cccc(C)c3nc21 | 10.9% | -16.6% | . | -7.2% | 7.0 | -0.7% | 12.6% | 1.3
21 | O=C(CNC(=O)c1cccs1)N/N=C/c1ccc(O)cc1O | -0.2% | -4.2% | 36.6% | -8.1% | -15.1 | -10.6% | 9.3% | 1.7
22 | CCCCN1CC(COCc2ccccc2)Oc2cccc(NCc3ccc(OC)cc3)c2S1(=O)=O (stereo not given) | ? | -5.4% | -0.2% | -11.4% | 11.3 | -5.1% | -2.9% | -0.4
23 | CN(C)/C=C(/C(=O)c1ccc(Cl)cc1)S(=O)(=O)c1ccc(Cl)cc1 | 9.6% | 3.9% | -0.5% | -9.2% | . | -11.5% | 1.4% | -0.6
24 | CC(=O)Nc1ccc(CCCCc2ccccc2)cc1 | 1.8% | 3.2% | -14.4% | -4.5% | 21.7 | -4.4% | 14.4% | 0.1
25 | Cc1ccc(C)c2sc(NC(=O)c3nc4ccccc4s3)nc12 | -9.1% | -7.6% | -14.8% | -2.2% | -1.6 | 0.3% | 9.0% | 3.4
26 | O=C(O)C1CCN(Cc2cnn(-c3ccccc3)c2-n2cccc2)CC1 | 10.8% | 0.7% | 30.3% | -4.3% | . | 0.9% | 4.3% | -1.0
27 | COc1ccc(C(=O)N2CCN(C(=O)CC(C)C)CC2)cc1OC | -5.3% | 0.1% | 3.3% | -14.8% | -0.6 | 12.7% | -5.5% | 0.1
28 | O=C(NCc1ccco1)c1nc2ccccc2s1 | 4.8% | -4.4% | -11.5% | -5.0% | . | -2.6% | 5.5% | -2.1
29 | O=C(Cn1nc(C(=O)O)c2ccccc2c1=O)Nc1cccc(S(=O)(=O)N2CCCC2)c1 | -15.1% | -31.5% | 8.2% | -6.1% | 0.6 | 11.1% | 1.9% | -0.5
30 | COc1ccc(/[N+]([O-])=C/c2ccoc2)cc1 | -1.7% | 11.8% | -10.7% | -5.0% | 4.1 | -26.7% | -5.0% | 1.2
31 | O=C(COC(=O)c1n[nH]c2ccccc12)c1cccc(Br)c1 | ? | -2.7% | 27.2% | -4.0% | -1.0 | 28.9% | 6.5% | 0.2
32 | CC(=O)c1sc(Nc2ccc(C)cc2)nc1C | 6.3% | -1.6% | 25.5% | -13.1% | -5.0 | -18.8% | 2.3% | 1.2
33 | COc1ccc(OC)c(C2C(C(=O)c3ccccc3)=C(C)Nc3nc4ccccc4n32)c1 (stereo not given) | 3.1% | 2.1% | -31.3% | 5.1% | -5.3 | 4.9% | -24.4% | -5.3
34 | CCCN1Cc2cccc(C(=O)Nc3ccc4c(c3)OCCO4)c2C1=O | -10.2% | 3.6% | -24.4% | -3.0% | 3.3 | -6.2% | 1.7% | -0.1
35 | NC(=O)C1CCN(Cc2nc3cc(Cl)ccc3c(=O)[nH]2)CC1 | 7.5% | -1.9% | 24.6% | -1.5% | -22.4 | -5.6% | 2.3% | -0.4
36 | C#CCOCCOCCOCCNc1nc(N2CCN(C(=O)Cn3cc(CC(C)O)nn3)CC2)nc(N2CCN(C(=O)[C@H](CCCCN)n3cc(CCC(=O)O)nn3)CC2)n1 (stereo not given in full) | 1.6% | 6.2% | 8.5% | -0.2% | -5.2 | -2.5% | 6.7% | 1.8
37 | CC(OC(=O)CN1C(=O)c2ccccc2C1=O)C(=O)NC1(C#N)CCCCC1 (stereo not given) | 0.8% | -7.7% | -3.2% | -3.5% | 7.2 | -1.2% | -1.1% | 0.3
38 | Cc1cc(C)c(S(=O)(=O)c2ccccc2)c(OC(=O)c2c(Cl)cccc2Cl)n1 | -9.7% | -12.8% | 15.1% | -11.0% | -1.7 | 14.9% | 19.9% | 0.1
39 | CC(=O)Oc1ccccc1Cn1c(C)c(C(=O)NCc2ccccc2C(F)(F)F)sc1=O | 5.0% | 5.7%[57.1 µM] | 24.3% | 1.1% | 1.1 | -5.3% | -22.6% | 0.7
40 | CN(C(=O)c1ccc(NC(=O)Cc2ccc(NC(=O)C3CCCN(C(=O)C4CCCCC4)C3)cc2)cc1)C1CC1 (stereo not given) | -3.7% | -0.8% | ? | -10.0% | 3.4 | -3.3% | -2.8% | 1.2
41 | O=c1cc(CN2CCN(c3ccc(Cl)c(Cl)c3)CC2)c2c(ccc3ccccc32)o1 | -11.1% | -0.5% | -20.1% | -5.2% | 0.5 | -13.0% | -10.1% | 0.6
42 | COC(c1ccccc1)c1nnc(CCC(=O)N(C)CCOc2ccccc2)o1 (stereo not given) | ? | 1.7%[57.1 µM] | 6.2% | -11.5% | 2.7 | -10.4% | -1.9% | -0.6
43 | Cc1ccc(-n2nnnc2SCC(=O)N2CCNC2=O)cc1C | ? | -5.7% | -13.6% | -12.9% | 6.1 | -15.7% | 6.8% | -0.4

Given screen by screen: 8 of the compounds above.
36: C#CCOCCOCCOCCNc1nc(N2CCN(C(=O)Cn3cc(CC(C)O)nn3)CC2)nc(N2CCN(C(=O)[C@H](CCCCN)n3cc(CCC(=O)O)nn3)CC2)n1 (stereo not given in full)
37: CC(OC(=O)CN1C(=O)c2ccccc2C1=O)C(=O)NC1(C#N)CCCCC1 (stereo not given)
38: Cc1cc(C)c(S(=O)(=O)c2ccccc2)c(OC(=O)c2c(Cl)cccc2Cl)n1
39: CC(=O)Oc1ccccc1Cn1c(C)c(C(=O)NCc2ccccc2C(F)(F)F)sc1=O
40: CN(C(=O)c1ccc(NC(=O)Cc2ccc(NC(=O)C3CCCN(C(=O)C4CCCCC4)C3)cc2)cc1)C1CC1 (stereo not given)
41: O=c1cc(CN2CCN(c3ccc(Cl)c(Cl)c3)CC2)c2c(ccc3ccccc32)o1
42: COC(c1ccccc1)c1nnc(CCC(=O)N(C)CCOc2ccccc2)o1 (stereo not given)
43: Cc1ccc(-n2nnnc2SCC(=O)N2CCNC2=O)cc1C

Compound | 36 | 37 | 38 | 39 | 40 | 41 | 42 | 43
EPAC1 antag | 1.6% | 0.8% | -9.7% | 5.0% | -3.7% | -11.1% | ? | ?
WRN inhibitor | 6.2% | -7.7% | -12.8% | 5.7%[57.1 µM] | -0.8% | -0.5% | 1.7%[57.1 µM] | -5.7%
FUS suppressor | 8.5% | -3.2% | 15.1% | 24.3% | ? | -20.1% | 6.2% | -13.6%
PLK1 PBD block | -0.2% | -3.5% | -11.0% | 1.1% | -10.0% | -5.2% | -11.5% | -12.9%
PI5P4K alpha inh | -5.2 | 7.2 | -1.7 | 1.1 | 3.4 | 0.5 | 2.7 | 6.1
Abeta rescue | -2.5% | -1.2% | 14.9% | -5.3% | -3.3% | -13.0% | -10.4% | -15.7%
EPAC1 ag | 6.7% | -1.1% | 19.9% | -22.6% | -2.8% | -10.1% | -1.9% | 6.8%
IL2 activator | 1.8 | 0.3 | 0.1 | 0.7 | 1.2 | 0.6 | -0.6 | -0.4

Screens (PubChem)
